GASC1 inh = blocks human GASC-1 (KDM4C) demethylase activity | Q9H3R0 | 96,000 tested, 0.15% active | GST-KDM4C 2-372, H3K9me3 peptide, LANCE TR-FRET | inhibition, % at 12.5 µM | AID 720574;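 active means mean replicate inhibition above about 25%, with at least 55% of replicates also reaching it, limit read from the data, passing the limit was not always enough; inconclusive means only one of those two conditions met; inactive means neither condition met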
Target sequence (Q9H3R0 2-372 limits assumed): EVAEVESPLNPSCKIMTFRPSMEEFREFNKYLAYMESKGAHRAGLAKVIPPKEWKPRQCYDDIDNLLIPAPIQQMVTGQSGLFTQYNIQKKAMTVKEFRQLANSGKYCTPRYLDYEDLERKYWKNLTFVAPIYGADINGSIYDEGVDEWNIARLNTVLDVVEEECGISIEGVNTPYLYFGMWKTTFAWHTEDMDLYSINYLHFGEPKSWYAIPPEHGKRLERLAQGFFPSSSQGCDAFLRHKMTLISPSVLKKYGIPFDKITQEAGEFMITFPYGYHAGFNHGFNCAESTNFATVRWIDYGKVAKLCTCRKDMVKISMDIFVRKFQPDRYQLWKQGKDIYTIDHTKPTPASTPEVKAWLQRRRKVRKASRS
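Assay system: GST-GASC-1 enzyme fragment 2-372 | Amount: 10 nM enzyme | Medium: HEPES buffer, pH 7.5, plus ascorbate | Reagent: H3K9me3 peptide substrate, Fe(II), 2-oxoglutarate | Doses: Single-point compound screen | Incubation: 30 min demethylation and 1 h detection at room temperature | Measured by: LANCE TR-FRET, excitation 340 nm, emissions 618 and 671 nm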
C diff growth = blocks growth of Clostridium difficile; Clostridium difficile clinical isolate growth, OD600, 24 h; stronger effect = lower value; growth activity, negative = inhibition, % at 16 µg/mL (by protocol); 86,000 tested, 0.25% active;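 active means mean growth activity at or below -80% and every replicate also at or below -80%; inconclusive means mean at or below -80% but some replicate above -80%; inactive means mean growth activity above -80%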;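 further: 0% = DMSO wells and -100% = levofloxacin 16 µg/mL wells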
T cruzi growth = blocks T. cruzi growth in NIH3T3 culture; inhibition, % at 8.34 µM; 77,000 tested, 5.9% active; AID 624255; T. cruzi beta-gal in NIH3T3, GalScreen luminescence, 90 h;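 active means mean inhibition above about 93%, with at least 55% of replicates each passing it, limit read from the data, passing the limit was not always enough; inconclusive means only one of those two conditions holds; inactive means neither condition holds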
Pf Dd2 growth = inhibitors of Plasmodium falciparum Dd2 growth; P. falciparum Dd2 growth, SYBR Green, 72 h; stronger effect = lower value; activity change, % at 10 µM; 94,000 tested, 2.3% active; in the data active means activity change below about -80%; inconclusive means no clear call, values can overlap the other calls
The depositor's hits bear a star; ? = inconclusive; / = no result given; & = joins results of further samples.

SMILES	GASC1 inh	C diff growth	T cruzi growth	Pf Dd2 growth
COc1ccc2c3c(n(C)c2c1)[C@@H](CO)N(C(=O)c1ccccn1)CC31CCN(C(=O)c2ccccn2)CC1	1.1	3.7	/	-16.5
Cc1ccc(-c2ccc3c(c2)O[C@H](CN(C)C(=O)C2CCC2)[C@H](C)CN([C@H](C)CO)S3(=O)=O)cc1	-1.4	2.2	86.6	-26.4
C[C@@H]1CCCCO[C@@H](CN(C)C(=O)NC2CCCCC2)[C@H](C)CN([C@@H](C)CO)C(=O)c2cc(NS(=O)(=O)c3cccs3)ccc2O1	-0.9	9.8	61.3	-18.7
C[C@H]1CN([C@@H](C)CO)C(=O)c2cc(-c3ccc(C#N)cc3)cnc2O[C@@H]1CN(C)CC1CCCC1	0.7	-0.6	-111.2	16.7
CC(=O)N(C)C[C@H]1Oc2cc(-c3cncnc3)ccc2S(=O)(=O)N([C@@H](C)CO)C[C@H]1C	0.9	0.2	-24.6	18.6
O=C(NCc1ccccn1)[C@@H]1[C@@H](CO)[C@@H]2Cn3c(cccc3=O)[C@@H]2N1CCc1ccccc1	1.2	1.1	19.6	/
C[C@H]1CN([C@@H](C)CO)C(=O)c2cc(-c3cccc(C#N)c3)cnc2O[C@@H]1CN(C)C(=O)c1cnccn1	1.5	-1.9	/	13.4
CC(C)NC(=O)N(C)C[C@H]1Oc2ccc(NC(=O)CCC(F)(F)F)cc2C(=O)N([C@@H](C)CO)C[C@@H]1C	-1.7	1.0	/	0.7
C[C@H](CO)N1C[C@H](C)[C@H](CN(C)C(=O)Nc2ccc(F)cc2)Oc2ccc(NC(=O)Cc3ccccc3)cc2C1=O	0.1	7.3&-4.6	/	-2.2
C[C@@H]1CCCCO[C@H](CN(C)C(=O)CCC(F)(F)F)[C@H](C)CN([C@@H](C)CO)C(=O)c2cc(NS(=O)(=O)c3ccc(F)cc3)ccc2O1	0.1	-4.6	/	-25.4
C[C@@H]1CCCCO[C@H](CN(C)C(=O)c2ccccc2)[C@@H](C)CN([C@H](C)CO)C(=O)c2cc(NS(=O)(=O)c3cccs3)ccc2O1	-0.1	-2.3	40.3	-1.1
O=C(N[C@H]1CC[C@H](CCNC(=O)C2CCCCC2)O[C@H]1CO)c1ccncc1	-0.3	5.8	75.9	13.1
CN(C)C(=O)c1ccc(-c2ccc([C@H]3[C@@H](CO)N4C(=O)CN(C(=O)C5CCCC5)C[C@@H]34)cc2)cc1	-0.3	-11.0	/	-4.8
CC(C)NC(=O)Nc1ccc2c(c1)CC(=O)N([C@H](C)CO)C[C@H](C)[C@H](CN(C)Cc1ccc(C(F)(F)F)cc1)O2	-0.6	36.9	/	13.6
CN(C)C(=O)c1cccc(-c2ccc([C@@H]3[C@H](CO)N4C(=O)CN(C(=O)C5CCC5)C[C@@H]34)cc2)c1	-0.3	6.9	/	10.1
COc1ccccc1C#Cc1cnc2c(c1)C(=O)N([C@H](C)CO)C[C@@H](C)[C@H](CN(C)C(=O)CC1CC1)O2	-0.6	-0.2	107.8*	-62.8
COc1ccccc1CN1[C@H](CO)[C@H]2c3ccccc3N(C(=O)c3ccncc3)C[C@H]21	-0.5	0.8	34.9	2.7
COc1ccccc1CNC(=O)C[C@@H]1CC[C@H]2[C@@H](COC[C@H](O)CN2C(=O)Nc2ccccc2)O1	-0.2	1.7	13.8	9.3
CCCN1[C@H](C(=O)N2CCOCC2)[C@@H](CO)[C@@H]2Cn3c(ccc(-c4ccncc4)c3=O)[C@@H]21	7.7	0.6	1.1	8.8
C[C@H](CO)N1C[C@H](C)[C@H](CN(C)S(=O)(=O)c2cn(C)cn2)Oc2ncc(-c3ccccc3)cc2C1=O	-1.4	-3.6	-30.0	18.8

The closing 4 compounds of the part before are carried over, then new ones follow:
SMILES	GASC1 inh	C diff growth	T cruzi growth	Pf Dd2 growth
COc1ccccc1CN1[C@H](CO)[C@H]2c3ccccc3N(C(=O)c3ccncc3)C[C@H]21	-0.5	0.8	34.9	2.7
COc1ccccc1CNC(=O)C[C@@H]1CC[C@H]2[C@@H](COC[C@H](O)CN2C(=O)Nc2ccccc2)O1	-0.2	1.7	13.8	9.3
CCCN1[C@H](C(=O)N2CCOCC2)[C@@H](CO)[C@@H]2Cn3c(ccc(-c4ccncc4)c3=O)[C@@H]21	7.7	0.6	1.1	8.8
C[C@H](CO)N1C[C@H](C)[C@H](CN(C)S(=O)(=O)c2cn(C)cn2)Oc2ncc(-c3ccccc3)cc2C1=O	-1.4	-3.6	-30.0	18.8
CC(C)C#Cc1ccc2c(c1)O[C@H](CN(C)C)[C@H](C)CN([C@@H](C)CO)S2(=O)=O	-3.8	-0.8	/	1.8
Cc1ccc(S(=O)(=O)Nc2ccc3c(c2)C(=O)N([C@@H](C)CO)C[C@H](C)[C@@H](CN(C)S(C)(=O)=O)O3)cc1	-1.1	0.7	6.5	39.8
C[C@@H]1CN([C@@H](C)CO)C(=O)Cc2cc(NC(=O)Cc3cn(C)c4ccccc34)ccc2O[C@@H]1CN(C)S(C)(=O)=O	-1.1	1.5	-31.5	0.0
CN1c2ccc(-c3cccc(F)c3)cc2[C@H]2[C@H](CCN2S(=O)(=O)c2cccc(F)c2)[C@@H]1CO	-1.7	4.3	70.4	29.7
CC(C)C#Cc1cnc2c(c1)C(=O)N([C@@H](C)CO)C[C@@H](C)[C@H](CN(C)C(=O)c1cccc(F)c1)O2	0.3	-0.9	39.8	-72.8
O=C(Nc1ccccc1F)N1C[C@H]2[C@@H](c3ccccc31)[C@H](CO)N2C(=O)C1CCCCC1	-1.8	3.0	33.7	-2.4
Cc1noc(C)c1NC(=O)N[C@@H]1C=C[C@@H](CC(=O)NCc2ccc(Cl)c(Cl)c2)O[C@@H]1CO	-2.0	1.2	-22.5	21.1
Cc1ccc(S(=O)(=O)Nc2ccc3c(c2)C(=O)N([C@H](C)CO)C[C@@H](C)[C@H](CN(C)C(=O)C2CCCCC2)OCCCC[C@@H](C)O3)cc1	-0.1	3.6	81.9	-31.1
COc1ccc(S(=O)(=O)N(C)C[C@H]2Oc3ncc(/C=C/c4ccccc4)cc3C(=O)N([C@@H](C)CO)C[C@@H]2C)cc1	1.4	-8.9	/	-44.7
C/C=C/c1ccc(C2[C@@H]3CN(C(=O)Cc4ccccc4)C[C@H]2N3)cc1 (stereo partly specified)	1.1&0.9	-2.8&7.0	/	-7.6&-15.7
CO[C@@H]1CC[C@H]2CCN(C)C(=O)CCCN(C)C(=O)c3cccc(C#N)c3OC[C@@H]1O2	5.5	-4.6	-4.9	/
CCC(=O)N(C)C[C@@H]1Oc2cc(C#CC3CC3)ccc2S(=O)(=O)N([C@@H](C)CO)C[C@@H]1C	0.1	/	53.3	1.4
COc1ccc2c3c(n(C)c2c1)[C@H](CO)N(C)CC31CN(C(=O)NC(C)C)C1	0.4	-0.4	/	54.0
CCCC(=O)N1CCC2(CC1)CN(C(=O)Nc1cccc(F)c1)[C@@H](CO)c1c2c2ccc(OC)cc2n1C	-0.1	-16.7	/	-64.2
C[C@H](CO)N1C[C@H](C)[C@@H](CN(C)C)Oc2ccc(NS(=O)(=O)c3ccc(F)cc3)cc2C1=O	-0.6	3.1	10.1	5.1
C[C@@H]1CCCCO[C@H](CN(C)C(=O)CCCN(C)C)[C@@H](C)CN([C@H](C)CO)C(=O)c2cc(NC(=O)CCC(F)(F)F)ccc2O1	2.0	-13.8	3.5	67.0
CCCNC(=O)C[C@@H]1CC[C@@H]2[C@H](COC[C@H](O)CN2C(=O)c2cccnc2)O1	-2.9	-0.4&-1.2	3.3	11.6
C[C@@H]1CN([C@H](C)CO)C(=O)c2cc(NC(=O)Nc3ccc(C(F)(F)F)cc3)ccc2O[C@@H](C)CCCCO[C@@H]1CN(C)CC1CCCCC1	-4.2	-62.7	?	-63.6
N#C[C@H]1[C@@H](c2ccccc2C2=CCCCC2)[C@H](CO)N1S(=O)(=O)c1ccccc1	-2.1	-7.4	/	-13.5
CCN(C[C@H]1N[C@@H](CO)[C@H]1c1ccccc1)C(=O)c1ccccc1	-0.6	-1.0	-26.4	-2.6
C[C@@H]1CCCCO[C@H](CN(C)Cc2ccc(C(=O)O)cc2)[C@H](C)CN([C@@H](C)CO)C(=O)c2cc(NC(=O)Nc3ccccc3)ccc2O1	1.7	-1.2	24.7	30.5
O=C(N[C@@H]1CC[C@H](CCNC(=O)C2CCCC2)O[C@@H]1CO)c1ccccn1	-2.2	-0.5	/	17.0
C[C@H](CO)N1C[C@H](C)[C@@H](CN(C)Cc2cncnc2)Oc2cc(-c3cccnc3)ccc2S1(=O)=O	-2.3	2.1	7.3	16.0
CNC[C@H]1Oc2c(NS(=O)(=O)c3ccc(OC)cc3)cccc2C(=O)N([C@H](C)CO)C[C@H]1C	-0.9	3.8	-2.3	16.2
COc1cccc(C(=O)Nc2ccc3c(c2)C(=O)N(C)[C@@H]2CC[C@@H](CC(=O)NCc4ccccc4F)O[C@@H]2CO3)c1	-1.3	0.3	17.5	-21.2
COc1cccc(S(=O)(=O)N[C@@H]2CC[C@@H](CCN)O[C@H]2CO)c1	0.8	/	42.9	34.0
Cc1noc(C)c1NC(=O)N[C@@H]1CC[C@@H](CCNC(=O)C2CC2)O[C@@H]1CO	2.4	-2.7	/	-3.6
COc1cccc(NC(=O)N2C[C@H](O)COC[C@@H]3O[C@H](CC(=O)NC4CCCC4)CC[C@H]32)c1	0.0	/	14.2	3.0
COc1ccc(S(=O)(=O)N(C)C[C@@H]2Oc3ncc(-c4ccc(F)cc4)cc3C(=O)N([C@H](C)CO)C[C@@H]2C)cc1	0.3	-0.1	28.6	-75.4
C[C@H](CO)N1C[C@H](C)[C@H](CN(C)Cc2ccc(-c3ccccc3)cc2)Oc2ccc(NS(C)(=O)=O)cc2C1=O	0.4	-14.7	/	1.1
CC(C)NC(=O)Nc1ccc2c(c1)C(=O)N([C@H](C)CO)C[C@H](C)[C@@H](CN(C)C(=O)CCC(F)(F)F)OCCCC[C@@H](C)O2	0.2	16.4	30.1	20.8
COc1ccccc1C#Cc1ccc2c(c1)[C@H]1[C@H](CCN1S(=O)(=O)c1ccc(C)cc1)[C@@H](CO)N2	-3.3	27.8	/	-45.6
C[C@@H]1CN([C@H](C)CO)C(=O)c2cc(NC(=O)NC3CCCCC3)ccc2O[C@@H](C)CCCCO[C@H]1CN(C)S(C)(=O)=O	1.7	-2.3	-12.4	26.1
CO[C@@H]1CN(C)C(=O)c2cc(NS(=O)(=O)c3cccc(Cl)c3)ccc2OC[C@@H](C)NC[C@H]1C	0.8	/	-40.0	0.0
CO[C@H]1CN(C)C(=O)c2cc(NC(=O)NC(C)C)ccc2OC[C@@H](C)N(CCC(F)(F)F)C[C@@H]1C	-2.4	1.0	23.8	-37.6
C[C@@H]1CN([C@@H](C)CO)C(=O)c2cc(C#Cc3ccc(F)cc3)cnc2O[C@@H]1CN(C)C(=O)Nc1ccc(F)cc1	/	/	76.3	-38.0
C[C@@H]1CN([C@H](C)CO)S(=O)(=O)c2ccc(-c3cccc(C#N)c3)cc2O[C@@H]1CN(C)C(=O)c1ccccc1	1.9	-4.4	77.7	-31.2
COc1cccc(NC(=O)N[C@H]2CC[C@H](CC(=O)NCc3ccncn3)O[C@H]2CO)c1	1.2	/	6.4	5.9
CC(C)CC#Cc1ccc2c(c1)O[C@@H](CN(C)CC1CCCC1)[C@H](C)CN([C@@H](C)CO)S2(=O)=O	0.9	15.9	/	-69.8
CCS(=O)(=O)NCC[C@H]1CC[C@@H](NC(=O)Cc2ccccn2)[C@H](CO)O1	3.0	/	-34.9	20.0
C[C@@H]1CN([C@@H](C)CO)C(=O)c2ccccc2-c2ccccc2CO[C@@H]1CN(C)S(=O)(=O)c1ccc(Cl)cc1	0.2	10.7	81.8	-57.9
O=C(C[C@@H]1C[C@H]2c3cc(NC(=O)C4CCOCC4)ccc3O[C@H]2[C@@H](CO)O1)NC1CCCC1	1.7	/	13.4	-1.8
Cc1noc(C)c1NC(=O)N(C)C[C@H]1Oc2c(NS(=O)(=O)c3ccccc3)cccc2C(=O)N([C@H](C)CO)C[C@H]1C	-4.9	-0.5	-16.0	13.7
CC(C)NC(=O)N(C)C[C@@H]1Oc2ccc(NC(=O)Nc3ccccc3)cc2C(=O)N([C@H](C)CO)C[C@@H]1C	-1.0	-11.5	8.1	6.0
CCCNC(=O)[C@H]1[C@H](CO)[C@H]2Cn3c(ccc(C4=CCCC4)c3=O)[C@@H]1N2	0.8	-0.6	86.1	2.5
COCC(=O)N1[C@@H](C#N)[C@@H](c2ccccc2-c2cccc(OC)c2)[C@@H]1CO	0.6	108.3	/	-18.7
C[C@H]1CN([C@@H](C)CO)C(=O)c2cc(NS(=O)(=O)c3ccc(F)cc3)ccc2O[C@H]1CN(C)Cc1ccc(C(F)(F)F)cc1	2.0	15.1	82.0	-7.5
CN(C)CC#Cc1ccc([C@H]2[C@@H](CO)N(C(=O)C3CC3)[C@H]2C#N)cc1	-0.3	-13.2	19.9	33.4
O=C(Nc1ccc(Cl)c(Cl)c1)N[C@H]1CC[C@H](CCNC(=O)c2ccc(F)cc2)O[C@@H]1CO	1.5	/	-32.4	-16.8
